Source: PubChem
Vif-A3G inh: inhibitors of Vif-APOBEC3G interaction; Q9HC16; HeLa A3G-eYFP + Vif (tagged APOBEC3G with the HIV-1 protein that degrades it), YFP fluorescence, overnight; Potency, µM (series often up to 46.1 µM), for inactives: at the top dose activity, negative = active, hits mostly inhibitors; hit rate 0.076% among 410,000; AID 602310;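 further: potency means the concentration at half of the fitted maximal effect; on the % scale 0 is the no-effect control and ±100 the full control effect; nearly all actives have a fitted effect of over 60% in size; hits raise eYFP signal because A3G escapes Vif-driven loss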
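HeLa cells stably expressing Vif and C-terminally eYFP-tagged A3G, seeded overnight at 37 deg C, then exposed to compound by pintool overnight at 37 deg C. Rise in yellow fluorescence (Ex 488/Em 500-530, Acumen) marks blocked Vif-driven A3G degradation.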
IDH1 R132H inh: inhibitors of human mutant IDH1 R132H | Potency, µM (series often up to 76.6 µM), for the others: at the highest dose activity change, negative = inhibition, hits mostly inhibitors | IDH1-R132H enzyme, NADPH consumption, diaphorase/resazurin fluorescence | hit rate 0.093% among 390,000 | AID 602179; further: potency means the concentration at half of the fitted maximal effect; on the % scale 0 is the no-effect control and ±100 the full control effect; nearly all actives have a fitted effect of over 65% in size
Target sequence (O75874 whole entry R132H, stated change not applied): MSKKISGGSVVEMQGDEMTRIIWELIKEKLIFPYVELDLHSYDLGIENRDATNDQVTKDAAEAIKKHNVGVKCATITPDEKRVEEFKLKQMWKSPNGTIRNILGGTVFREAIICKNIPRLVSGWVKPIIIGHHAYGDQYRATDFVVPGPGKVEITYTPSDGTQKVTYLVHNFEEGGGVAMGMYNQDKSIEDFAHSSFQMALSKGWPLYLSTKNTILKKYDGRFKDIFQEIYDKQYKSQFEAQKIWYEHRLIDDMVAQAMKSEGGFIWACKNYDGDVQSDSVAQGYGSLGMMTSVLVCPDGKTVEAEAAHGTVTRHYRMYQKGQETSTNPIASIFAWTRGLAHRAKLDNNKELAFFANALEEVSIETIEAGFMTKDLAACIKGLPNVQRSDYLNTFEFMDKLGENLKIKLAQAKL
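IDH1-R132H (0.5 ug/mL dispensed) in pH 7.5 Tris buffer was preincubated 30 min with compound, then given a substrate mix of 0.016 mM NADPH and 2 mM alpha-KG for 80 min at room temperature; remaining NADPH was read by diaphorase/resazurin fluorescence.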
RGS4 inh: blocks human RGS4-accelerated GTP hydrolysis. Transcreener GDP fluorescence polarization, RGS4-accelerated GTP hydrolysis. Potency, µM (top dose mostly 114 µM), for inactives: top-dose activity change, negative = inhibition, hits mostly inhibitors. hit rate 0.039% among 390,000. P49798; further: potency means the concentration at half of the fitted maximal effect; on the % scale 0 is the no-effect control and ±100 the full control effect; nearly all actives have a fitted effect of over 75% in size; some results filed as inactive show a strong effect at the top dose
Target sequence (P49798 whole entry, looked up): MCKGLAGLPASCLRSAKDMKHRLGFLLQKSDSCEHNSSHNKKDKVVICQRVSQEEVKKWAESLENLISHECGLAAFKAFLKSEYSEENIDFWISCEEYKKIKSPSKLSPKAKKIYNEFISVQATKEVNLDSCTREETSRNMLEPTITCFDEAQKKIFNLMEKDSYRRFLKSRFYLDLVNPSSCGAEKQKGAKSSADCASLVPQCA
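MLSMR compounds (23 nl, pin-transferred) preincubated 10 min at room temperature with a 500nM (2x) first reagent, then RGS4 at 900nM (2x) plus Transcreener GDP mix added; fluorescence polarization (620/688 nm) read before and after 90 min at 30 °C.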
Glioma ERSR ind: inducers of ER stress response in human glioma cells; U87-MG GRP78 promoter luciferase reporter, 16 h; Potency, µM, inactives show at the highest dose activation, actives largely listed as activators; hit rate 0.02% among 420,000; AID 602332; further: potency means the concentration at half of the fitted maximal effect; series mostly up to about 76 µM; % of control where 0% means no effect; nearly all actives have a fitted effect of over 35% in size
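Stably transfected U87-MG glioma cells carrying a GRP78-based luciferase sensor; 16 h compound incubation. Luminescence end-point read 10 min after Bright-Glo addition at room temperature.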
LDHA inh: LDHA (human) enzyme inhibition. activity change, % (values are at about 110 or 230 µM). AID 1347041. purified LDHA, NADH/diaphorase-resazurin fluorescence; hits give low values. hit rate 0.15% among 480,000; in the data active means activity change below about -30%; inconclusive means mostly about -25% to -30%;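 further: plate controls were DMSO wells for no effect and wells without enzyme for full effect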
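Remaining NADH was detected by diaphorase (0.133 mg/mL) converting 37 µM resazurin to fluorescent resorufin, read at 0 and 20 minutes. The preceding 5-minute room-temperature reaction used 2 nM LDHA, 0.2 mM sodium pyruvate and 0.06 mM NADH at pH 7.4.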
TrxR1 substrate: rat thioredoxin reductase 1 substrate activity; purified TrxR1 substrate turnover, NADPH consumption readout; Potency, µM (doses to about 114 µM), inactives show top-dose activity change, negative = substrate turnover; hit rate 0.01% among 390,000; AID 588456; further: potency means the concentration at half of the fitted maximal effect; on the % scale 0 is the no-effect control and ±100 the full control effect; nearly all actives have a fitted effect of over 50% in size
Target sequence (O89049 whole entry, looked up): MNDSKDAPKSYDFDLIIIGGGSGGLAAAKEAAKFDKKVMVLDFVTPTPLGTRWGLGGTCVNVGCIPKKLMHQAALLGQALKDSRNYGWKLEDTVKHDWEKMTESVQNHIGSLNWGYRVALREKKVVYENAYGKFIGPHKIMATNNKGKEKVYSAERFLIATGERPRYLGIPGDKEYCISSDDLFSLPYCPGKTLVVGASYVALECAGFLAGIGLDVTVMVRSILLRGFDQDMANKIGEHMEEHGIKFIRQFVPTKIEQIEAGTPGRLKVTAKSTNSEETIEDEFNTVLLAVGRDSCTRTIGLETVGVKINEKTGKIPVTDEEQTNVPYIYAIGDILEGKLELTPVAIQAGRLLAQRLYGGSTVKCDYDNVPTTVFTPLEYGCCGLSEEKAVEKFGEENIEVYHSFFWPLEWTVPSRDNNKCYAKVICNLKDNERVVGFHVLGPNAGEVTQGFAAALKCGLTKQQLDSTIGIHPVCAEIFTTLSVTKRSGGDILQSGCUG
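Rat TrxR1, dispensed at 90 nM, was prereduced with 400 uM NADPH (final) for 5 min at ~22 deg C, then incubated with compound 15 min before 400 uM selenite. A first-read NADPH fluorescence drop versus no-compound background flagged substrates.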
USP1-UAF1 inh: blocks the human USP1/UAF1 deubiquitinase complex; O94782; recombinant USP1/UAF1, Ub-Rhodamine cleavage fluorescence; Potency, µM (titrated, usually from 57.1 µM), for the others: at the highest dose activity change, negative = inhibition, most hits filed as inhibitors; hit rate 0.23% among 390,000; AID 743255; further: potency means the concentration at half of the fitted maximal effect; on the % scale 0 is the no-effect control and ±100 the full control effect; nearly all actives have a fitted effect of over 60% in size; inactives centre near -12
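USP1/UAF1 complex at 1 nM was preincubated with compound for 15 min at room temperature, then Ub-Rho substrate (150nM final) was added. Fluorescence (480/540 nm) was read kinetically, 6 reads every 60 seconds.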
Vif-APOBEC3F blk: inhibitors of Vif-A3F interaction; HeLa A3F-eYFP + Vif (tagged APOBEC3F with the HIV-1 protein that degrades it), YFP fluorescence increase; Potency, µM (doses to about 46.1 µM), for inactives: at the highest dose activity, negative = active; hit rate 0.2% among 390,000; further: potency means the concentration at half of the fitted maximal effect; % of control where 0% means no effect; nearly all actives have a fitted effect of over 65% in size
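HeLa cells stably expressing A3F-eYFP plus Vif, plated and incubated overnight at 37 deg C, then exposed to compounds overnight at 37 deg C. Blocked degradation read as raised yellow fluorescence (Ex 488/Em 500-530).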
rTrxR1 inhibitor: rat TrxR1 inhibition. Potency, µM (highest dose often 114 µM), for the others: at the highest dose activity change, negative = inhibition, hits mostly inhibitors. recombinant rTrxR1, NADPH fluorescence consumption, selenite substrate. O89049. hit rate 1% among 390,000; further: potency means the concentration at half of the fitted maximal effect; on the % scale 0 is the no-effect control and ±100 the full control effect; nearly all actives have a fitted effect of over 65% in size
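Rat TrxR1 (90 nM in the dispensed reagent) was pre-reduced with 400 uM NADPH for 5 min at room temperature, then incubated with compound for 15 min. After 400 uM selenite was added, NADPH fluorescence (Ex 340/Em 450 nm) was followed for 8 min.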
* = called active by the depositor; ? = inconclusive; / = not tested or not shown; [ ] = dose if it differs, or a comment. Unless noted, the call rests on the fitted dose curve; in most records, active means well fitted curve in the direction sought with a large enough effect; inconclusive means small, poorly fitted or top-dose-only effect, or another doubt; inactive means no such curve, though single readings can be large; an effect the other way counts as inactive or inconclusive. This is a subset (hit frequency here may not be typical).

SMILES	Vif-A3G inh	IDH1 R132H inh	RGS4 inh	Glioma ERSR ind	LDHA inh	TrxR1 substrate	USP1-UAF1 inh	Vif-APOBEC3F blk	rTrxR1 inhibitor
CN(CCOc1ccccc1)CC(=O)Nc1cccc(Br)c1	-6%	13%	-13%	-5%	-17	-1%[57.1 µM]	-13%	3%	27%[57.1 µM]
CC1CCCC(C)N1C(=O)Cn1cnc2cc([N+](=O)[O-])ccc2c1=O (stereo not drawn)	-1%	-2%	-3%	-4%	-1	8%[57.1 µM]	-19%	-6%	4%[57.1 µM]
Cc1ccccc1NC(=O)CC1SC(=O)N(c2ccccc2)C1=O (stereo not drawn)	8%	-5%	-11%[11.4 µM]	2%	1	-11%	-2%	0%	?
CC(=O)NC12CC3CC(C1)CC(C(=O)N1CCN(S(=O)(=O)c4cccc(F)c4)CC1)(C3)C2	0%	-3%	22%	0%	-2	3%	2%	5%	10%
Nc1c(C(=O)c2cccs2)oc2ccccc12	-13%	9%	14%	7%	-8	1%	-23%	-21%	2%
Cc1cc2c(Nc3ccc(C(=O)O)cc3)ncnc2s1	2%	-10%	5%	-4%	-5	-13%	-2%	7%	-23%
N=C(N)SCc1ccccn1	4%	3%	-22%	-2%	0	1%	-13%	?	-7%
CS(=O)(=O)c1ccc(NCCc2ccc(S(N)(=O)=O)cc2)c([N+](=O)[O-])c1	1%	4%	7%	-5%	-5	5%	-10%	15%	7%
O=C(Nc1ccc2c(c1)OCO2)C1CCN(C(=O)c2ccc(Cl)cc2)CC1	0%	0%	-1%	3%	-2	9%[57.1 µM]	3%	9%	9%[57.1 µM]
O=C(NC1CCN(C(=O)NCc2ccccc2)CC1)c1ccc(F)cc1	7%	-10%	-3%	-2%	-5	-1%	-20%	?	16%
CCN(CC(=O)Nc1ccc(C)c(F)c1)CC(=O)NC(C)(C)C	-2%	-4%	8%	2%	0	4%	-16%	12%	14%
CC(C)Oc1ccc(/C=N/NC(=O)c2nnn(-c3nonc3N)c2CN(C)C2CCCCC2)cc1	4%	-7%	4%	-4%	-4	-1%	-13%	-17%	13%
Cn1c(=O)c(=O)n(C)c2cc(S(=O)(=O)NCCOc3ccccc3Cl)ccc21	14%	3%	17%	-6%	-7	-5%	-15%	12%	-8%
Cc1c(C#N)c(N=CN(C)C)c(C(=O)c2ccc(Br)cc2)n1-c1ccccc1	0%	2%	11%	-2%	4	8%	-1%	1%	24%
O=C(O)CSCc1cn2cc(Cl)ccc2n1	0%	6%	-14%	-5%	-1	3%	-20%	-10%	9%
Cc1ccc(NC(=O)C2CCCN(S(=O)(=O)c3ccc4c(c3)CCCC(=O)N4)C2)cc1Cl (stereo not drawn)	4%	-10%	4%	-2%	-1	-6%	?	10%	7%
Cc1ccc(N2CCN(S(=O)(=O)N3CCOCC3)CC2)cc1C	-1%	-2%	15%	-1%	-1	2%	-19%	4%	16%
O=C(Nc1ccc2c(c1)oc1ccccc12)c1ccncc1	-1%	-3%	10%	9%	0	12%	-3%	-1%	-8%
CC(Sc1nnc(C2CC2)n1C1CC1)C(=O)Nc1ccccc1C#N (stereo not drawn)	-3%	2%	-23%	-1%	-2	-4%	-13%	4%	-2%
CCN1CCN(C(=O)CCc2nnc(CCc3ccc(OC)cc3)o2)[C@@H](C)C1=O	-1%	-5%	26%	-4%	-9	-7%	-18%	-6%	-9%
CCSC1=N/C(=C\C=C2/Oc3ccccc3N2CC)C(=O)S1	7.1µM*	-4%	-14%	8%	-3	2%	?	6.3µM*	-15%
COC(=O)c1cc(C(=O)OC)[nH]n1	-1%	0%	-14%	-2%	-4	5%[57.1 µM]	-5%	-2%	23%[57.1 µM]
O=C(NCC(=O)N(c1cccnc1)C(C(=O)NC1CCCC1)c1cccs1)c1ccco1 (stereo not drawn)	-13%	-6%	-1%	-2%	-2	4%	-3%	1%	12%
CC(=O)Nc1ccc(OCC(=O)NCc2ccc3c(c2)OCO3)cc1	0%	-2%	8%	-3%	-8	8%[57.1 µM]	-9%	-8%	10%[57.1 µM]
CCOC(=O)/C=C/COc1ccccc1[N+](=O)[O-]	-19%	7%	32%	-2%	-3	3%[57.1 µM]	-23%	-11%	29%[57.1 µM]

(cont.)
SMILES	Vif-A3G inh	IDH1 R132H inh	RGS4 inh	Glioma ERSR ind	LDHA inh	TrxR1 substrate	USP1-UAF1 inh	Vif-APOBEC3F blk	rTrxR1 inhibitor
CC(C)Cn1c(-c2ccco2)csc1=Nc1cccnc1	3%	-4%	-48%	-4%	3	8%	-22%	8%	?
Nc1ccc(C(=O)Nc2ccccc2C(=O)O)cc1	-2%	-3%	-29%	-4%	-8	-3%	-20%	1%	1%
Cc1ccsc1/C=N/n1cnnc1	1%	1%	18%	-2%	-6	-9%	-2%	3%	-2%
O=C(Nc1ccc(Cl)cc1)c1ccc(OCC2CCCO2)cc1 (stereo not drawn)	3%	2%	11%	0%	-8	8%[57.1 µM]	-18%	4%	6%[57.1 µM]
Cc1cc(C)c(S(N)(=O)=O)c(C)c1-n1cnnn1	-2%	2%	9%	-4%	0	2%[57.1 µM]	-2%	-11%	-10%[57.1 µM]
COc1cccc(C(C(=O)NC2CCCC2)N(C(=O)CNC(=O)c2ccco2)c2cccnc2)c1 (stereo not drawn)	0%	-15%	16%	-4%	-16	0%	-29%	-5%	4%
CCCOc1ccc(NC(=O)C(=O)NCCCN2CCOCC2)cc1	2%	3%	-3%	-9%	4	0%	?	-3%	1%
CC1(C)CC2CC(C)(CN2/C=N/c2sc3c(c2C#N)CC(C)(C)NC3(C)C)C1 (stereo not drawn)	2%	16%	12%	-8%	-3	9%[57.1 µM]	1%	12%	7%[57.1 µM]
CCn1c(=O)c(C(=O)Nc2ccc(C(C)=O)cc2)nc2ccccc21	-1%	-6%	-3%	2%	2	-1%	-23%	-2%	2%
CCc1nnc(NS(=O)(=O)c2ccc(NC(=S)NC(=O)c3cccs3)cc2)s1	-1%	4%	-38%	-3%	-9	-2%	-12%	1%	-37%
Cc1nc(NC(=S)NC(=O)c2cccs2)ccc1Br	0%	0%	14%	7%	-6	6%	-19%	-8%	16%
COc1ccc(CNC(=O)CCn2cccc2)cc1	1%	6%	-13%[11.4 µM]	-2%	-3	-8%[57.1 µM]	-19%	1%	12%[57.1 µM]
Cc1nc2scc(-c3ccccc3)c2c(=O)n1/N=C/c1ccco1	-1%	18%	20%	-10%	-1	-9%	6%	/	-25%
C/C(=N\n1cnnc1)c1ccc(C#N)cc1	2%	-1%	-20%	3%	0	-5%	-20%	6%	8%
CN(Cc1ccccc1NS(=O)(=O)c1ccc(Cl)cc1)C1CCCCC1	2%	0%	14%	-2%	-1	1%	-12%	-11%	33%
CCOC(=O)C(C)NC(=O)Cn1ncc2c(=O)oc3ccc(C)cc3c21 (stereo not drawn)	2%	7%	-13%	0%	0	0%	-29%	0%	-6%
CCS(=O)(=O)N1CCN=C1SCc1cccc(F)c1	4%	-3%	5%	2%	1	0%	-18%	-12%	16%
O=C1/C(=C/c2ccncc2)SC(=S)N1C1CCS(=O)(=O)C1 (stereo not drawn)	-20%	2%	-53%	-7%	14	-15%	-9%	1%	?
CC(C)c1ccc(NC(=O)c2cc(S(=O)(=O)NCCC3=CCCCC3)ccc2F)cc1	-2%	-6%	27%	3%	0	4%[57.1 µM]	-36%	-12%	41%[activator][57.1 µM]
CCOc1ccc(/C=N/NC(=O)c2ccncc2)cc1OC	1%	-1%	/	-3%	-3	/	1%	-1%	/
C[C@@H]1CCCCO[C@@H](CN(C)Cc2ccc(Cl)c(Cl)c2)[C@@H](C)CN([C@H](C)CO)C(=O)c2cc(NC(=O)CCC(F)(F)F)ccc2O1	-2%	4%	/	-5%	-3	/	-16%	-6%	/
CCC(Sc1nc2c(sc3ccccc32)c(=O)n1CCc1ccccc1)C(=O)N(CC)CC (stereo not drawn)	-2%	6%	-45%	0%	1	3%[57.1 µM]	-21%	3%	31%[57.1 µM]
CC1=CC(C/C(C)=C/COc2ccc3ccc(=O)oc3c2)OC1=O (stereo not drawn)	0%	6%	6%	1%	0	54%[activator][57.1 µM]	-19%	4%	-2%[57.1 µM]
COCCCn1c(SCC(=O)N2CCOCC2)nnc1-c1ccco1	-1%	5%	-6%	-5%	-5	3%	-12%	-3%	?
CSc1ccccc1NC(=O)Cn1nnc(-c2ccc(S(C)(=O)=O)cc2)n1	3%	0%	9%[11.4 µM]	-6%	-2	-1%	-18%	-1%	15%
CN1CCN(C(=O)CNC(=O)C23CC4CC(CC(C4)C2)C3)CC1	8%	15%	10%	2%	-8	-1%	-15%	7%	12%

Molecules shown so far containing a nitro group on carbon, in the order listed:
SMILES	Vif-A3G inh	IDH1 R132H inh	RGS4 inh	Glioma ERSR ind	LDHA inh	TrxR1 substrate	USP1-UAF1 inh	Vif-APOBEC3F blk	rTrxR1 inhibitor
CC1CCCC(C)N1C(=O)Cn1cnc2cc([N+](=O)[O-])ccc2c1=O (stereo not drawn)	-1%	-2%	-3%	-4%	-1	8%[57.1 µM]	-19%	-6%	4%[57.1 µM]
CS(=O)(=O)c1ccc(NCCc2ccc(S(N)(=O)=O)cc2)c([N+](=O)[O-])c1	1%	4%	7%	-5%	-5	5%	-10%	15%	7%
CCOC(=O)/C=C/COc1ccccc1[N+](=O)[O-]	-19%	7%	32%	-2%	-3	3%[57.1 µM]	-23%	-11%	29%[57.1 µM]
